Bioassay records from PubChem BioAssay.
CDK5 p35 inh = inhibitors of human CDK5/p35 kinase; Q00535+Q15078; Recombinant CDK5/p35, ADP-Glo luminescence, 60 min; inhibition, % at 10 µM; actives 0.01% (n = 330,000);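 active = highest replicate inhibition of at least 50% and at least 75% of replicates reaching 50%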;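 note: plate controls were DMSO neutral control for no effect and GW8510 at 10 µM for full effect; many of its hits are not listed in these tables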
PKA-R2B act = activates the human PKA-R2B holoenzyme complex. PKA-R2B holoenzyme dissociation, Cy5-IP20 fluorescence polarization; R2B truncated from residue 108, S112A mutant; 0% DMSO only, 100% 113 µM cGMP. activation, % at 11.4 µM. actives 0.079% (n = 340,000). AID 504700;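 active = activation above a cutoff set at the mean over all compounds plus 3 SD, cut at about 18% in these data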;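 note: higher means more holoenzyme dissociation and a rise in polarization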
Target sequence (P31323 whole entry, looked up, other chains not shown, the tested form may be a part): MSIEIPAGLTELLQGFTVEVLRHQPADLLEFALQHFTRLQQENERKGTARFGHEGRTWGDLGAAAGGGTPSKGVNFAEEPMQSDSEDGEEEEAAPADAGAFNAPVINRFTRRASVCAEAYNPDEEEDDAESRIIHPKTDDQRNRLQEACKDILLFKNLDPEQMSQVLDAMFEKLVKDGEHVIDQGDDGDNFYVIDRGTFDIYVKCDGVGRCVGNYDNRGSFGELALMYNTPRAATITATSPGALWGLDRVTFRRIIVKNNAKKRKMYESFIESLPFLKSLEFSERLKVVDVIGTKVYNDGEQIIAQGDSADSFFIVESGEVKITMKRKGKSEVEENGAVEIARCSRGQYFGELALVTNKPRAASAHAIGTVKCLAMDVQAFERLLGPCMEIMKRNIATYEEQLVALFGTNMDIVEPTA
HTR5A ag = activates human HTR5A in OPRM1-OPRD1 agonist counter-screen; HTR5A agonist assay, luminescence, cell-based; activation, % at 9.3 µM; actives 0.61% (n = 340,000); AID 504692; in the data active = activation mostly above about 9.5%, no sharp cut-off; inactive = mostly below about 7.6%;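 note: 0% = cells with vehicle only and 100% = reference agonist; strong numbers were not always called active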
Tat transport = blocks Tat-dependent protein export in E. coli | E. coli MC4100 TorA-mCherry Tat export, fluorescence | inhibition, % at 10 µM | actives 0.036% (n = 340,000) | AID 488895;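 active = mean replicate inhibition at least 50% and at least half of replicates individually reaching 50%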;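 note: exported cargo escapes ClpAP degradation while cytoplasmic cargo is degraded and loses fluorescence; 0% = median of neutral control wells and 100% = median of NaSCN control wells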
Ecoli viability = bacterial growth inhibition, counter-screen for AddAB inhibitors; E. coli V3065 growth, OD600 absorbance, 18 h; inhibition, % at 11.9 µM; actives 0.27% (n = 330,000); AID 449728;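 active = inhibition above the campaign's mean inhibition across all tested compounds plus 3 SD, cut at about 9.9% in these data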;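 note: uninfected addAB+ strain grown without phage in ampicillin broth; 0% = DMSO wells and 100% = ciprofloxacin 0.95 µg/ml wells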
HTR5A inv ag = HTR5A inverse agonism, opioid heterodimer counter-screen; P47898; HTR5A cell line, luminescence; inhibition, % at 9.3 µM; actives 0.083% (n = 340,000); in the data active = inhibition mostly above about 23%, no sharp cut-off; inactive = mostly below about 18%;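 note: 0% = cells with DMSO and 100% = no-cell wells with DMSO; some compounds called inactive have numbers as strong as hits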
PKA-R1A act = activates the PKA-R1A holoenzyme complex; P00514+P68181; PKA-R1A dissociation, Cy5-IP20 fluorescence polarization; scaled: DMSO 0%, 113 µM cGMP 100%; activation, % at 11.4 µM; actives 0.083% (n = 340,000); AID 504707;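 active = percent activation above the mean of all tested compounds plus 3 SD, cut at about 19% in these data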;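 note: higher means more PKAc released from R1A so a rise in polarization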
AddAB inh = less growth of phage-infected E. coli with AddAB; actives 0.29% (n = 330,000); E. coli expressing H. pylori AddAB, absorbance growth; inhibition, % at 11.9 µM; in the data active = inhibition above about 12%;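 note: 0% = vehicle wells of infected cells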
phage Ecoli inh = E. coli growth loss with phage present | growth absorbance | inhibition, % at 11.9 µM | actives 0.26% (n = 360,000) | AID 651602; in the data active = inhibition above about 11%
Mot1-301 SUMO = SUMOylation pathway inhibition by Mot1-301 growth rescue. growth rescue, % at 18.8 µM. S. cerevisiae Mot1-301 growth rescue, ATP luminescence, 38.5C; percent above DMSO median, 100 means doubled. actives 1% (n = 320,000);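 active = every valid replicate shows activation above 250% relative to neutral control wells; inactive = the rest, any valid replicate at or below 250%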;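 note: OY570 slx delta 5 strain wells were the positive control but not used for scaling; some compounds called inactive have numbers as strong as hits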
DAGLB inh = blocks human DAGLB lipase activity | inhibition, % at 5.17 µM | HEK293T DAGLB membrane lysate, EnzChek fluorogenic substrate | actives 0.059% (n = 340,000) | Q8NCG7; in the data active = inhibition above about 34%;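 note: 0% = enzyme with vehicle and 100% = wells lacking enzyme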
Target sequence (Q8NCG7 whole entry, looked up): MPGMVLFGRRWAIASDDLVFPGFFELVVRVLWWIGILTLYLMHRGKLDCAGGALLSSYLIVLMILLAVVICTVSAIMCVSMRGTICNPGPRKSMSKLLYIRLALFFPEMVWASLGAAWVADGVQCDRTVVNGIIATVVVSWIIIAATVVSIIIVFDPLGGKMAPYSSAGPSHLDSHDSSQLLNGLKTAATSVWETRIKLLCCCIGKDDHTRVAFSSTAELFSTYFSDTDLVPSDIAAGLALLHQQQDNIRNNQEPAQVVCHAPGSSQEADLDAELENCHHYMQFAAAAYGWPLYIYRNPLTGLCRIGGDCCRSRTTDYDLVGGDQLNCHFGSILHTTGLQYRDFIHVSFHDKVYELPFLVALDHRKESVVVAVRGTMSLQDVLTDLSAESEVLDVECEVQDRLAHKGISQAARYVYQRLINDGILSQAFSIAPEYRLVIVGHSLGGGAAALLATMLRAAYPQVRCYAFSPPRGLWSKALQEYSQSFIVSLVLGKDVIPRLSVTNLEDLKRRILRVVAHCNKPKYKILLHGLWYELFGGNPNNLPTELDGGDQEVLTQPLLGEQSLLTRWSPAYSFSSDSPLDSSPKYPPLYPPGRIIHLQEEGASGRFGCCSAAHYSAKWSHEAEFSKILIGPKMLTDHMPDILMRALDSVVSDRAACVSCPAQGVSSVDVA
Active calls of the source: *; x = not tested or not shown.

SMILES	CDK5 p35 inh	PKA-R2B act	HTR5A ag	Tat transport	Ecoli viability	HTR5A inv ag	PKA-R1A act	AddAB inh	phage Ecoli inh	Mot1-301 SUMO	DAGLB inh
CC(C)NC(=O)Nc1ccc2c(c1)C(=O)N([C@H](C)CO)C[C@H](C)[C@@H](CN(C)S(=O)(=O)c1cccs1)O2	0.3	4	-2	5	2.5	-31	-4	1.2	0.8	-3	-2
CC1CCCN(C(C(=O)Nc2ccc(C(C)C)cc2)c2ccc3c(c2)OCO3)C1 (stereo not drawn)	-0.5	-8	-1	11	4.3	2	-8	5.5	3.6	57	-19
CCCN1CCN(CCCNC(=O)c2cc3c(=O)n(C)c4ccccc4c3n2C)CC1	0.2	-1	3	-2	-0.5	-9	10	4.0	3.5	88	2
CC(=O)Nc1ccc(Nc2ccc([N+](=O)[O-])cn2)cc1	2.8	11	-5	5	2.0	-8	-7	2.5	-2.0	5	5
COc1cccc(-c2nc(CS(=O)(=O)CC(=O)Nc3cccc(C(C)=O)c3)c(C)o2)c1	-2.2	-8	1	-4	0.4	-2	-7	2.3	-0.5	-3	-1
O=C(N/N=C/c1ccco1)c1cccc(N2CCCC2=O)c1	0.5	10	6	-2	-2.1	12	2	0.3	4.7	-18	0
CCC1(C)Cc2ccccc2-c2nc3n(c(=O)c21)CCCCC3 (stereo not drawn)	-1.7	-12	-5	6	-1.6	-26	-10	-1.7	3.3	x	-7
CN(CC1COc2ccccc2O1)C(=S)NC1CCCCC1 (stereo not drawn)	0.3	0	-3	1	-0.3	10	-11	1.3	1.4	-16	-4
C=CCNC(=S)NS(=O)(=O)c1cccs1	-0.3	3	-2	9	0.8	5	4	-1.3	4.8	-18	2
COc1ccc(N2Cc3ccccc3C2=NC(=O)c2ccc(C)cc2)cc1OC	0.6	5	3	10	-0.5	-10	4	-0.1	-0.1	36	3
O=C(O)/C=C/C(=O)Nc1nc(-c2ccc3ccccc3c2)cs1	1.6	4	1	15	-2.5	14	-5	-0.5	2.4	-6	7
NNC(=O)/C(=N/Nc1ccccc1)S(=O)(=O)c1ccc(Cl)cc1	-3.5	-15	10	8	0.5	10	-5	4.3	3.3	8	-8
Cc1ccc(NC(=O)c2cnccn2)c(C)c1	1.0	-4	2	-4	-0.8	-4	-4	-0.2	1.1	5	-3
Cc1cc(C)cc(C(=O)NCc2ccc3c(c2)OCO3)c1	-0.6	-11	0	-1	0.7	-2	-8	2.5	-3.6	12	-2
O=C(Nc1cccc(-c2nc3ccccc3s2)c1)c1cc(-n2cnnc2)ccc1Cl	-1.9	-10	2	14	-0.6	4	-11	-0.5	x	19	1
Cc1c(/C=N/NC(=O)c2cc(C(C)(C)C)[nH]n2)c2ccccc2n1C	-7.8	1	0	2	0.7	-23	-5	2.5	4.2	-26	1
CN1C(=S)N2CCCN2C1c1ccccc1 (stereo not drawn)	2.8	-2	-2	-8	-0.8	5	-8	2.6	2.9	-10	-2
COC(=O)CSc1nc2ccccc2nc1SCC(=O)OC	0.8	-7	-2	9	-1.1	5	2	1.3	1.9	-1	-2
CNCC(=O)N(CC(C)C)c1c(N)n(CC(C)C)c(=O)[nH]c1=O	0.7	-4	1	0	-0.5	-4	3	0.1	-3.8	637	-3
Cc1cccc(Nc2nc(C)cc(C)n2)c1	-7.1	-2	2	14	x	-7	-3	x	-3.0	-1	-1
COC(C(=O)Nc1ccc(S(=O)(=O)Nc2ccc(F)cc2)cc1)c1ccccc1 (stereo not drawn)	0.0	-4	-3	0	-2.6	-7	-3	2.3	1.5	-6	-4
Cc1cc(-c2csc(N)n2)c(C)n1CCC(C)C	2.2	8	-8	-3	-1.9	-10	7	1.9	2.1	-5	10
COCCNC(=O)Cn1cc(/C=C(\C#N)C(=O)NC2CC2)c2ccccc21	0.6	-6	-2	21	-2.2	6	-4	1.3	-0.4	-15	0
COC(=O)c1cc(Br)c(=O)n(-c2ccccc2OC)c1	2.5	-16	-2	3	1.5	5	-1	-1.3	1.1	-8	-2
CCn1c(C)c(C(=O)O)c2cc(OC)c3ccccc3c21	0.7	-12	-2	14	0.3	6	0	0.7	1.1	-8	0
CCN1CCN(C(=O)C2c3cc(OC)c(OC)cc3C(=O)N3CCc4ccccc4C23)CC1 (stereo not drawn)	-1.4	-18	0	-12	-0.1	-21	-2	1.1	3.0	x	0
Cc1cccc(OCC(=O)NCC(=O)N/N=C/c2cc(Br)ccc2OCc2ccccc2)c1	0.5	-5	1	0	-1.1	-1	-1	0.5	3.4	3	0
C/C(=N\Nc1cccc([N+](=O)[O-])c1)c1cc(F)ccc1O	0.4	-5	-3	-6	-0.2	9	6	-1.9	0.1	-22	-1
CC1CN(C(=O)c2ccc(NS(=O)(=O)c3ccc(C(C)(C)C)cc3)cc2)CC(C)O1 (stereo not drawn)	0.1	-15	6	5	x	-1	-5	x	1.8	x	-5
Cc1cc(C)n(-c2ccc(C(=O)Nc3nc4ccccc4s3)cc2)n1	0.3	5	-1	0	-1.9	3	0	-1.1	1.2	1	1
COC(=O)C1CC(=O)N(c2ccc(C)cc2)C1 (stereo not drawn)	-0.6	2	0	-8	-3.3	1	-7	1.1	4.3	19	-2
COc1ccc(NC2CCCN(C(=O)c3cccc(C(F)(F)F)c3)C2)cc1OC (stereo not drawn)	1.4	-5	6	-8	-0.9	5	-1	2.4	4.2	16	1
Cc1ccc(Sc2ncccc2O)cc1	1.6	8	-6	10	-0.8	15	-3	1.2	0.0	4	-2
CCc1ccc(NC(=O)[C@H](C)NC(=O)C2CCN(C(=O)[C@@H](N)Cc3ccccc3)CC2)cc1	0.9	-6	2	0	-3.5	11	-10	0.5	x	89	0
Nn1c(SCC(=O)N2CCOCC2)nnc1-c1ccccc1Cl	-0.9	-10	-4	-2	1.6	-7	6	-0.8	1.2	-9	-2
Cc1ccc(C(=O)Nn2c(C)nc3ccccc3c2=O)cc1C	-0.3	8	-1	6	-0.1	4	5	-2.5	2.5	-11	-2
CCCOc1ccc(-c2nc(SCc3ccccc3)[nH]c(=O)c2C#N)cc1OC	0.2	6	2	-4	-0.8	-7	3	-2.3	1.4	50	-7
Cc1ccc2ncnc(NCCCN3CCOCC3)c2c1	-6.6	3	-3	-16	2.1	7	0	1.4	2.5	14	-2
Cc1cccc2cc(CN(Cc3ccco3)S(=O)(=O)c3ccc4c(c3)OCCO4)c(=O)[nH]c12	-2.0	0	2	3	2.2	-1	-18	1.6	-0.6	206	0
COc1cc(OC)cc(C(=O)NCc2cc(C)nc3ccccc23)c1	-0.2	-9	2	1	-0.8	-4	-6	1.4	4.4	3	1
O=C(NCCCN1CCCC1=O)c1ccc(CNS(=O)(=O)c2ccc(F)cc2)cc1	-1.5	-10	-4	0	1.3	11	7	3.2	2.9	4	1
Cc1cc(C)nc(SCC(=O)Nc2ccc(N3CCOCC3)c(Cl)c2)n1	-0.1	1	-2	-5	3.9	0	2	5.5	4.5	-1	-2
O=C1CCN(C(=O)/C=C/c2ccccc2)c2ccccc21	-1.0	1	-1	-1	0.0	1	-6	0.3	3.6	-7	-3
COC(=O)c1ccc2c(=O)n(NC(=O)C(c3ccccc3)c3ccccc3)c(=S)[nH]c2c1	-0.4	-2	-1	-5	2.8	8	-5	1.4	2.1	9	4
CCOC(=O)N1CCC(c2cc(=O)n3[nH]c(-c4ccccc4)cc3n2)CC1	1.0	3	1	8	-1.3	-2	-1	-2.5	3.1	-3	3
Cc1cc(C)n2ncnc2n1	0.1	1	4	-5	-0.5	-2	-4	-0.1	1.9	-7	4
N=C(CC1CC(=O)NC(=O)C1)C1=C(O)CCCC1=O	1.2	-12	0	-5	-0.9	-2	7	1.0	0.2	21	-1
COc1ccccc1CCCNC(=O)C1CCC(=O)N(CCN2CCOCC2)C1 (stereo not drawn)	-2.7	-2	4	1	1.9	-10	3	0.4	2.6	-8	0
Cc1cccc(NC(=O)NCc2ccc3c(c2)cc(C)n3C)c1	0.5	-1	-6	-12	-0.3	16	1	-0.6	2.1	3	9
O=C(Cc1ccccc1)NCc1ccncc1	-0.8	-1	0	1	0.2	-16	14	-1.5	1.6	2	-1
CCOC(=O)C1CC(c2ccccc2)=NNC1=O (stereo not drawn)	-1.3	-12	-1	2	-0.7	2	-8	3.1	4.3	504*	0
C#CCOCCOCCOCCNc1nc(N2CCN(C(=O)[C@H]([C@@H](C)CC)n3cc(CCCN=C(N)N)nn3)CC2)nc(N2CCN(C(=O)[C@H]([C@@H](C)CC)n3cc(CCC(=O)O)nn3)CC2)n1	0.5	-9	-9	7	x	24	-13	x	0.9	x	-2
CC(/C=N/N1CCN(Cc2ccccc2)CC1)=C\c1ccccc1	-0.2	-1	4	20	-0.2	13	-1	2.8	3.0	117	-6
Cc1cc(C)n(C(=O)CNC(=O)C(c2ccccc2)c2ccccc2)n1	0.5	6	-3	0	-1.3	13	1	2.2	1.8	-8	-1
CC1CC(C)CN(CCOc2ccccc2-c2ccccc2)C1 (stereo not drawn)	-0.2	-7	4	0	-1.3	14	10	2.1	2.6	-6	0
COc1cccc(OCCNC(=O)c2ccccc2Sc2ccccc2C#N)c1	-4.0	4	3	3	1.6	4	-6	0.3	2.9	-11	-5
CCOC(=O)C1CCCN(C(=O)c2ccc3c(c2)OCO3)C1 (stereo not drawn)	-2.4	-8	1	1	0.9	-2	8	2.8	2.1	-2	-2
CC(=O)C(Cc1cccc(F)c1)(Cc1cccc(F)c1)C(C)=O	-5.8	-4	2	18	-1.2	7	-13	3.4	0.7	-2	-8
O=C(COC(=O)c1ccc(Cl)nc1)NNC(=O)c1ccc(Br)cc1	0.6	5	-3	-3	-1.9	7	-2	1.2	3.0	0	0
O=C(O)C1CCCCC1C(=O)NCCc1cccc(Cl)c1 (stereo not drawn)	-0.4	1	7	1	-2.8	-18	-4	-0.2	2.2	8	-1
Additional entries:
SMILES	CDK5 p35 inh	PKA-R2B act	HTR5A ag	Tat transport	Ecoli viability	HTR5A inv ag	PKA-R1A act	AddAB inh	phage Ecoli inh	Mot1-301 SUMO	DAGLB inh
CC(NC(=O)c1ccccc1Cl)c1ccc(-n2ccnc2)cc1 (stereo not drawn)	-3.5	-1	0	-13	0.8	0	2	0.2	0.9	-13	-1
Cc1ccccc1OCC(=O)Nc1ccc2[nH]ncc2c1	-0.6	0	-9	-1	-1.0	12	-3	2.8	0.6	-11	0
CC12CC3CC(C)(C1)CC(C(=O)NC1=NCCS1)(C3)C2	1.7	0	-7	-10	-4.3	15	0	-3.6	-1.0	-3	0
CN(C)S(=O)(=O)c1cccc(NC(=O)COC(=O)CNC(=O)c2ccccc2F)c1	0.0	-1	3	8	-1.4	-9	0	-0.6	1.8	-27	1

Three of the entries above in order of their number in Mot1-301 SUMO, low to high.
| Compound | CDK5 p35 inh | PKA-R2B act | Tat transport | PKA-R1A act | AddAB inh | phage Ecoli inh | Mot1-301 SUMO | DAGLB inh |
| --- | --- | --- | --- | --- | --- | --- | --- | --- |
| CN(CC1COc2ccccc2O1)C(=S)NC1CCCCC1 (stereo not drawn) | 0.3 | 0 | 1 | -11 | 1.3 | 1.4 | -16 | -4 |
| CCOC(=O)N1CCC(c2cc(=O)n3[nH]c(-c4ccccc4)cc3n2)CC1 | 1.0 | 3 | 8 | -1 | -2.5 | 3.1 | -3 | 3 |
| CC(/C=N/N1CCN(Cc2ccccc2)CC1)=C\c1ccccc1 | -0.2 | -1 | 20 | -1 | 2.8 | 3.0 | 117 | -6 |

Outcome played no part in choosing rows (roughly 2.3% active in at least one column).
